ADAM10 inh – human ADAM10 inhibitors, primary screen, biochemical, QFRET, HTS. recombinant ADAM10, EDANS/DABCYL FRET peptide cleavage, 3 h. inhibition, % at 7 µM. Disintegrin and metalloproteinase domain-containing protein 10 (Homo sapiens), O14672. AID 720582, 2013. hit rate 0.62% among 370,000;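 active = inhibition above a per-campaign cutoff equal to the mean of compounds falling between control-based bounds plus 3 SD, cut at about 20% in these data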;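 note: 0% = DMSO wells while the 100% control is not disclosed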
ASAP1 inh – inhibitors of human ASAP1 ArfGAP activity, primary screen, biochemical, fluorescence polarization | Arf-GAP with SH3 domain, ANK repeat and PH domain-containing protein 1 (Homo sapiens), … | ASAP1-stimulated ARF1 GTP hydrolysis, GDP FP detection | inhibition, % at 16.5 µM | hit rate 0.19% among 360,000; in the data active = inhibition above about 25%;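 note: 0% = vehicle with enzyme and substrate and 100% = no enzyme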
Target sequence (Q9ULH1 325-724 limits assumed): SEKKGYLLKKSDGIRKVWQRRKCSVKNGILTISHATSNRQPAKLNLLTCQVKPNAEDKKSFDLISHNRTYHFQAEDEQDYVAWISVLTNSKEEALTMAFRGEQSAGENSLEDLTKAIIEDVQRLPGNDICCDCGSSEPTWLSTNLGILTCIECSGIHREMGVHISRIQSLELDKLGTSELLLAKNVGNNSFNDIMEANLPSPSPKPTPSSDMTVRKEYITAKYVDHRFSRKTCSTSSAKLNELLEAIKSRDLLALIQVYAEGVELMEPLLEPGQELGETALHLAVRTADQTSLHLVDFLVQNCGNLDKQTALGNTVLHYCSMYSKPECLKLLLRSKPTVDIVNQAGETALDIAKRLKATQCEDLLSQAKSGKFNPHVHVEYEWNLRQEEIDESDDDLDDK
DDE Tn6 FP inh – inhibitors of Tn6 peptide binding to fibrin DD(E), primary screen, biochemical, fluorescence polarization, human fibrin, Tn6 probe; hit rate 0.21% among 370,000; Fibrinogen beta chain (Homo sapiens), P02675; Fibrin DD(E) TRITC-Tn6 fluorescence polarization displacement; inhibition, % at 8.3 µM;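 active = inhibition above a per-campaign cutoff: mean of compounds within control limits plus 3 SD, cut at about 15% in these data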;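 note: 0% = median of all compound wells on the plate and 100% = blocking peptide control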
PLCb3 inh – human PLC-beta3 inhibitors, primary screen, biochemical, fluorescence; 1-phosphatidylinositol 4,5-bisphosphate phosphodiesterase beta-3 (Homo sapiens), Q01970; Purified PLC-beta3, fluorogenic substrate; inhibition, % at 12.2 µM; hit rate 0.18% among 370,000; in the data active = inhibition above about 11%;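 note: 0% = median of compound wells on plate and 100% = full blocker control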
PLCg1 inh – PLC-gamma1 enzyme inhibitors, primary screen, biochemical, fluorescence, purified enzyme; 1-phosphatidylinositol 4,5-bisphosphate phosphodiesterase gamma-1 (Homo sapiens), P19174; fluorogenic substrate; inhibition, % at 12.2 µM; hit rate 0.84% among 370,000; in the data active = inhibition above about 9.5%
ADAM17 inh – ADAM17 inhibitors, primary screen, biochemical, QFRET. Disintegrin and metalloproteinase domain-containing protein 17 (Homo sapiens), P78536. recombinant ADAM17, EDANS/DABCYL FRET peptide cleavage. inhibition, % at 6.95 µM. hit rate 0.83% among 370,000;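 active = inhibition above the mean of compounds lying between control limits plus 3 SD, set per campaign, cut at about 8.5% in these data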;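 note: 0% = DMSO-only wells as the low control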
ARFGAP1 inh – inhibitors of rat ARFGAP1 GAP activity, primary screen, biochemical, fluorescence polarization, GDP tracer. Arfgap1-stimulated ARF1 GTP hydrolysis, GDP FP detection. inhibition, % at 16.5 µM. hit rate 0.26% among 360,000. AID 651572, 2012;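 active = inhibition above a per-plate limit, mean inhibition of low control wells plus 3 SD, cut at about 25% in these data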;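 note: 0% = DMSO wells with enzyme and 100% = wells lacking Arfgap1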
Target sequence (Q62848 1-136 limits assumed): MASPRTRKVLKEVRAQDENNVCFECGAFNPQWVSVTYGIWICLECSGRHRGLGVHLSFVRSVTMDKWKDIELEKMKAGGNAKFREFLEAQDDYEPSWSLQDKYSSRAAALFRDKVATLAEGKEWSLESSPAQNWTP
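System: truncated rat Arfgap1 GAP domain / Medium: HEPES-based buffer, pH 7.5 / Also added: N-terminally truncated human ARF1-GTP substrate / Incubation: enzyme reaction 120 min at 25 °C after 20 min preincubation / Measured by: FP of antibody-bound GDP Alexa 633 tracer, ex 620/em 688 nm / Replicates: singlicate, each compound tested once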
TDP2 absorb – human TDP2 enzyme inhibitors, primary screen, biochemical, epi absorbance, recombinant enzyme; T5PNP hydrolysis, p-nitrophenol absorbance 415 nm; hit rate 0.34% among 370,000; inhibition, % at 12.8 µM; Tyrosyl-DNA phosphodiesterase 2 (Homo sapiens), O95551;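 active = inhibition above the mean of all tested compounds plus 3 SD, set per campaign, cut at about 25% in these data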;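 note: 0% = DMSO with enzyme and 100% = buffer with substrate but no TDP2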
Target sequence (O95551 whole entry, looked up): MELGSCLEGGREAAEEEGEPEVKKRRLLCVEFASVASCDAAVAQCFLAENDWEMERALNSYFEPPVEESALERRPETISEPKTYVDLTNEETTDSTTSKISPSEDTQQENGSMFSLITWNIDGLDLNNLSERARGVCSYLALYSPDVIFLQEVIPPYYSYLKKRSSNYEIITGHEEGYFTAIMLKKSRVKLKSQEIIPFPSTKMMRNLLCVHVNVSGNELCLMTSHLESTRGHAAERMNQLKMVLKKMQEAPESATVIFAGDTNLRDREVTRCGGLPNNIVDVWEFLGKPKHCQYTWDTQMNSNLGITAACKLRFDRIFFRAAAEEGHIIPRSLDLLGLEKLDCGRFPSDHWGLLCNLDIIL
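System: recombinant human TDP2 / Amount: 120 nM TDP2 per well / Also added: 5 mM T5PNP chromogenic substrate / Doses: 12.8 µM single point, 1% DMSO / Incubation: 2 h at 37 °C / Detection: p-Nitrophenol epi absorbance / Evaluation: % inhibition relative to enzyme-containing and enzyme-free wells / Repeats: singlicate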
SIAE primary – human SIAE inhibitors, primary screen, biochemical, fluorescence polarization, FP-Rh probe, 1536-well HTS | SIAE FP-Rh probe binding | AID 1053197, 2014 | hit rate 0.69% among 370,000 | inhibition, % at 9.66 µM;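 active = inhibition above a cutoff: mean of compounds within the control limits plus 3 SD of those, cut at about 17% in these data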;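 note: 0% = plate median of compound wells and 100% = probe without SIAE protein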
DDE Tn7 FP inh – inhibitors of Tn7 peptide binding to fibrin DD(E), primary screen, biochemical, fluorescence polarization, human fibrin, Tn7 probe; AID 720508, 2013; hit rate 0.13% among 370,000; FP displacement of FITC-Tn7 peptide from fibrin DD(E); 0% = median of compound wells per plate; inhibition, % at 8.3 µM; Fibrinogen beta chain (Homo sapiens), P02675;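 active = inhibition above the mean of compounds falling within the control limits plus 3 SD of them, cut at about 14% in these data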;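 note: 0% = plate median of compound wells and 100% = 10 µM Aha-Tn7 peptide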
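Assay system: human fibrin DD(E). Input: DD(E) 2 µM final. Medium: Tris buffer with calcium and detergent, pH 7.8. Compound dosing: single point at 8.3 µM. Timing: 10 min plus 3 h, room temperature. Technique: fluorescence polarization of the labelled Tn7 tracer. Read-out: percent inhibition. Replicates: singlicate testing.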
* hit, by the source's call; . = no result given.

Sample of the layout, 2 compounds:
Each structure is followed by: ADAM10 inh	ASAP1 inh	DDE Tn6 FP inh	PLCb3 inh	PLCg1 inh	ADAM17 inh	ARFGAP1 inh	TDP2 absorb	SIAE primary	DDE Tn7 FP inh
Cc1ccc(NC(=S)N(CCN2CCOCC2)Cc2ccccc2F)cc1Cl
  -1	7	-7	-10	3	-5	22	-15	2	-7
COc1cc(F)ccc1-c1cc(C(=O)NCc2cc(C(F)(F)F)cc(C(F)(F)F)c2)[nH]n1
  -2	11	6	3	1	-4	-7	-1	-3	-3

This part in full, repeating the preview:
Each structure is followed by: ADAM10 inh	ASAP1 inh	DDE Tn6 FP inh	PLCb3 inh	PLCg1 inh	ADAM17 inh	ARFGAP1 inh	TDP2 absorb	SIAE primary	DDE Tn7 FP inh
Cc1ccc(NC(=S)N(CCN2CCOCC2)Cc2ccccc2F)cc1Cl
  -1	7	-7	-10	3	-5	22	-15	2	-7
COc1cc(F)ccc1-c1cc(C(=O)NCc2cc(C(F)(F)F)cc(C(F)(F)F)c2)[nH]n1
  -2	11	6	3	1	-4	-7	-1	-3	-3
C=CCNC(=O)c1ccc(Cn2cc(C(F)(F)F)ccc2=O)cc1
  4	-10	-4	1	0	-2	-7	-8	-3	-4
Cc1ccnc(Sc2ccc([N+](=O)[O-])cc2[N+](=O)[O-])n1
  4	-12	7	6	6	-3	2	-1	-1	3
O=C(NCC1CC1)[C@]1(C(F)(F)F)C[C@H](CCC2CCCCC2)CCCO1
  -2	-19	-4	5	3	1	4	-9	0	-6
Cc1nc2c3ccccc3nc(NNC(=O)CCC(=O)N3CCN(c4ccc(F)cc4)CC3)n2n1
  -5	-13	6	-2	-1	0	2	11	3	-6
CN(C)S(=O)(=O)c1ccc(Cl)c(NC(=O)CNC2(C)CCS(=O)(=O)C2)c1 (stereo not given)
  -4	2	-3	3	0	3	-3	-11	-1	-10
Cn1cc([N+](=O)[O-])c(C(=O)N/N=C/c2ccc([N+](=O)[O-])cc2)n1
  6	2	7	3	2	5	5	-5	-3	-3
CCOc1ccc2c(c1)C(N(CCN1CCOCC1)C(=S)Nc1ccccc1OC)CC(C)(C)O2 (stereo not given)
  8	1	-3	-5	1	-2	9	-1	2	-2
Cc1c(N(C(=O)CNC(=O)c2ccccc2)C2(C(=O)NC3CCCCC3)CCCCC2)c(=O)n(-c2ccccc2)n1C
  -1	6	9	-3	1	-1	3	6	-5	7
Cc1ccc(-c2nc(Nc3cccc(C)c3)sc2CC(=O)O)cc1
  -38	4	-10	-128	-117	-8	8	-10	-8	-3
N/C(=N\S(=O)(=O)c1cccs1)c1ccccc1Cl
  -1	2	-1	-2	2	0	-1	-1	8	1
CC(=O)N(c1ccccc1)C1SC(=O)N(c2ccccc2)C1=O (stereo not given)
  -6	6	4	3	7	1	0	-2	1	-2
CSCCC(NC(=O)c1ccc(Cl)cc1Cl)C(=O)N1CC(C)OC(C)C1 (stereo not given)
  -16	3	-1	-5	3	-3	11	1	1	7
C=CC(C)(O)CCCC(C)CCCC(C)CCCC(C)C (stereo not given)
  2	10	2	1	3	-1	-4	8	-6	-5
COc1ccc(C(=O)NNC(=O)C(=O)Nc2ccc(C)cc2)cc1
  5	2	-4	-2	-3	-2	1	6	-9	1
Cc1ccccc1NC(=O)c1sc2nc[nH]c(=O)c2c1C
  -14	17	5	-16	-14	-5	0	-8	-9	-1
Cc1cc([N+](=O)[O-])c(C)cc1-c1ccc(/C=N/NC(=O)Cn2nnnc2N)o1
  3	65*	2	-5	-5	0	67*	-6	-9	5
O=C(Cn1c(=O)oc2cc(S(=O)(=O)N3CCCC3)ccc21)N1CCN(C2CCCCC2)CC1
  -10	2	-6	3	2	2	4	-7	5	-3
O=C(CNC(=O)c1ccccc1F)N/N=C/c1cc(Br)ccc1OCc1ccccc1
  19	-2	-1	-5	0	8.8*	10	6	-34	-5

A stretch from further up, for reference:
Each structure is followed by: ADAM10 inh	ASAP1 inh	DDE Tn6 FP inh	PLCb3 inh	PLCg1 inh	ADAM17 inh	ARFGAP1 inh	TDP2 absorb	SIAE primary	DDE Tn7 FP inh
Cc1ccc(NC(=S)N(CCN2CCOCC2)Cc2ccccc2F)cc1Cl
  -1	7	-7	-10	3	-5	22	-15	2	-7
COc1cc(F)ccc1-c1cc(C(=O)NCc2cc(C(F)(F)F)cc(C(F)(F)F)c2)[nH]n1
  -2	11	6	3	1	-4	-7	-1	-3	-3
C=CCNC(=O)c1ccc(Cn2cc(C(F)(F)F)ccc2=O)cc1
  4	-10	-4	1	0	-2	-7	-8	-3	-4
Cc1ccnc(Sc2ccc([N+](=O)[O-])cc2[N+](=O)[O-])n1
  4	-12	7	6	6	-3	2	-1	-1	3
O=C(NCC1CC1)[C@]1(C(F)(F)F)C[C@H](CCC2CCCCC2)CCCO1
  -2	-19	-4	5	3	1	4	-9	0	-6
Cc1nc2c3ccccc3nc(NNC(=O)CCC(=O)N3CCN(c4ccc(F)cc4)CC3)n2n1
  -5	-13	6	-2	-1	0	2	11	3	-6
CN(C)S(=O)(=O)c1ccc(Cl)c(NC(=O)CNC2(C)CCS(=O)(=O)C2)c1 (stereo not given)
  -4	2	-3	3	0	3	-3	-11	-1	-10
Cn1cc([N+](=O)[O-])c(C(=O)N/N=C/c2ccc([N+](=O)[O-])cc2)n1
  6	2	7	3	2	5	5	-5	-3	-3
CCOc1ccc2c(c1)C(N(CCN1CCOCC1)C(=S)Nc1ccccc1OC)CC(C)(C)O2 (stereo not given)
  8	1	-3	-5	1	-2	9	-1	2	-2
Cc1c(N(C(=O)CNC(=O)c2ccccc2)C2(C(=O)NC3CCCCC3)CCCCC2)c(=O)n(-c2ccccc2)n1C
  -1	6	9	-3	1	-1	3	6	-5	7
Cc1ccc(-c2nc(Nc3cccc(C)c3)sc2CC(=O)O)cc1
  -38	4	-10	-128	-117	-8	8	-10	-8	-3
N/C(=N\S(=O)(=O)c1cccs1)c1ccccc1Cl
  -1	2	-1	-2	2	0	-1	-1	8	1
CC(=O)N(c1ccccc1)C1SC(=O)N(c2ccccc2)C1=O (stereo not given)
  -6	6	4	3	7	1	0	-2	1	-2

The listing continues.
Each structure is followed by: ADAM10 inh	ASAP1 inh	DDE Tn6 FP inh	PLCb3 inh	PLCg1 inh	ADAM17 inh	ARFGAP1 inh	TDP2 absorb	SIAE primary	DDE Tn7 FP inh
CCOC(=O)C1(C)CCCCCN1C(=O)c1ccc(C(=O)OC)cc1 (stereo not given)
  -14	-10	-5	0	2	-6	-5	3	2	3
OCC(O)C(O)C(O)c1cnn(-c2ccccc2)n1 (stereo not given)
  -5	-18	4	1	3	1	-3	-6	7	-1
Cc1cc(C)nc(N2CCC(C(=O)Nc3ccc4c(c3)OCO4)CC2)n1
  -6	11	3	-1	4	-3	6	-19	14	2
COc1cc(/C=C/C(=O)O)cc(S(=O)(=O)NNC(=O)c2ccc3c(c2)OCO3)c1OC
  -5	-5	-2	0	3	-1	9	-3	1	-7
COc1cc(OC)c(OC)cc1/C=C1/Cc2ccccc2C1=O
  1	-5	1	-127	-92	-4	-19	8	-6	0
COc1ccc(-c2cc(=O)oc3c(C)c(OC(=O)c4cccs4)ccc23)cc1
  -6	-3	1	-7	-5	-3	10	-2	-6	4
CCN(C(=O)COc1ncnc2ccc(Br)cc12)C1CCS(=O)(=O)C1 (stereo not given)
  0	2	-4	1	0	-1	-10	6	-3	-2
CCCc1nc2ccccc2c(C(=O)OC2CCOC2=O)c1CC (stereo not given)
  -1	-12	3	-1	-2	-3	-17	10	-3	2
OCCCNc1ncnc2c1ncn2[C@H]1CN(Cc2ccc(Cl)cc2)C[C@@H](CO)O1
  -5	8	-2	2	2	-5	-7	4	4	-2
CC1CCN(C(=O)c2ccc(N3C(=O)c4ccccc4C3=O)cc2)CC1
  6	-6	2	-5	-2	-1	0	12	5	6
COc1ccc(CCNC(=O)C2CCC(=O)N2CCc2ccccc2)cc1OC (stereo not given)
  3	-2	10	-10	-1	-3	-5	-5	-1	4
O=C1CCC[C@H]2C[C@H](NCc3cccc(Cl)c3)CC[C@]23CCCN13
  0	.	6	4	2	-1	.	5	0	-2
Cc1c(Cl)cccc1NC(=O)Cn1nc(C)n2cccc2c1=O
  4	-2	0	-6	-4	-2	1	-1	3	-4
Cc1ccc(C(=O)O)cc1N1CCCC1=O
  -7	5	0	-2	-1	-3	6	0	0	-6
CN(CC(=O)NCc1ccc(F)cc1)S(=O)(=O)c1ccc2c(c1)c(=O)n(C)c(=O)n2C
  -7	-8	-3	-9	2	-6	-3	-3	3	-5
O=C(C1CCOCC1)N1CCCC(N2CCN(c3cccc(C(F)(F)F)c3)CC2)C1 (stereo not given)
  3	15	2	1	3	0	8	1	0	-3
CCOc1ccc2[nH]c(=O)c(CN(Cc3ccccc3)C(=O)N3CCCC3)cc2c1
  -35	-3	3	-3	-3	-12	-3	3	3	-3
CCOc1ccc2[nH]c(=O)c(CN(Cc3cccs3)C(CC)c3nnnn3C(C)(C)CC)cc2c1 (stereo not given)
  -6	-1	-5	-4	-5	-1	-2	-7	-11	-6
CN(C)CCCCCN(C)Cc1cc2ccccc2o1
  -5	-8	-6	-2	-2	-1	4	-2	-4	7
CCOc1ccccc1-n1nnnc1SCC(=O)OC
  0	4	3	3	1	2	-1	16	2	8
Cc1ccccc1-n1nnnc1SCC(=O)NC1CC1
  -11	-27	-2	3	4	2	-2	5	2	4
O=C(c1ccc(F)cc1)C1CCN(Cc2ccc(F)cc2)CC1
  -1	3	8	-10	2	-2	-5	-9	-2	6
CCCCN(C(=O)COc1ccc(F)cc1)c1c(N)n(CC(C)C)c(=O)[nH]c1=O
  8	7	-1	4	3	1	1	-11	4	-6

Screening results: PubChem, The Scripps Research Institute Molecular Screening Center
